NCI-60 one-dose screen, 48 h, at 10 µM unless noted. Numbers give growth in % (100 = growth as untreated, 0 = no growth, -100 = all killed).
SNB-75 = SNB-75 CNS cancer | AID 1794750 | hit rate 5% among 79,000
HT29 = HT29 colon cancer. hit rate 7.4% among 81,000
A498 = A498 renal cancer cells; hit rate 5.4% among 76,000
HCT-15 = HCT-15 colon cancer | hit rate 5.2% among 82,000 | AID 1794746
COLO 205 = COLO 205 colon cancer. hit rate 7.3% among 79,000. AID 1794742
SW-620 = SW-620 colon cancer | hit rate 5.2% among 82,000 | AID 1794795
HCC-2998 = HCC-2998 colon cancer. hit rate 4.7% among 79,000
KM12 = KM12 colon cancer cells; hit rate 5% among 82,000
HCT-116 = HCT-116 colon cancer | AID 1794798 | hit rate 7.3% among 82,000
* hit, by the source's call; / = not tested or not shown; [ ] = another dose, or the depositor's remark. The calls were made as follows: active = growth percent below 10; inactive = the rest.

SMILES | SNB-75 | HT29 | A498 | HCT-15 | COLO 205 | SW-620 | HCC-2998 | KM12 | HCT-116
Cc1ccc(NC(=O)COc2ccc(/C=N/Nc3nc4ccccc4s3)cc2)cc1 | 93 | 106 | 96 | 106 | 108 | 103 | 90 | 98 | 104
C=CCOC(OCC=C)OCC=C | 86 | 100 | 109 | 101 | 113 | 106 | 92 | 101 | 101
CC(=O)c1ccc(N/N=C(/C(=O)c2ccc(Cl)cc2)c2nc(C)cc(=O)[nH]2)cc1 | 92 | 102 | 98 | 97 | 122 | 98 | 111 | 100 | 90
Cn1c(=O)cc(OCC(=O)N/N=C/c2ccc(Br)cc2)c2ccccc21 | 93 | 115 | 105 | 102 | 115 | 102 | 101 | 98 | 100
O=c1c2c(c3ccccc3n1-c1ccccc1)Nc1ncnn1C2c1ccccc1 (configuration not stated) | 99 | 115 | 99 | 111 | 132 | 105 | 97 | 91 | 86
CCn1ncc2c(NNC(=O)Cc3ccc(Br)cc3)ncnc21 | 86 | 91 | / | 105 | 107 | 102 | 110 | 113 | 104
CCc1nn2c(-c3ccc(Cl)cc3C)c(-c3cc(OC)c(OC)c(OC)c3)nc2s1 | 3.8* | 67 | 74 | 70 | 81 | 83 | 86 | 89 | 60
O=C1C=CC=C/C1=C\N(O)c1ccc(Cl)cc1 | 114 | 146 | 75 | 72 | 117 | 90 | 87 | 73 | 70
CCC(O)C(F)(F)C(F)(F)F (configuration not stated) | 83 | 101 | / | 96 | 105 | 92 | 109 | 105 | 115
CCN(CC)C(=O)c1cccc(C)c1 | 80 | 103 | 102 | 103 | 111 | 100 | 96 | 105 | 97
CC(=O)Oc1ccc(C(C)=O)cc1 | 95 | 81 | 90 | 110 | 102 | 101 | 107 | 104 | 101
CC1(C)CC2(C)OC2C2(C1)N=NC(=Nc1ccccc1)O2 (configuration not stated) | 85 | 25 | 125 | 9.9* | 73 | 23 | 102 | 88 | 20
CC(C)(C)n1cc(-c2ccnc(NCCCNS(=O)(=O)c3ccc(Br)cc3)c2)c(-c2cccc(O)c2)n1 | / | 1.2* | 35 | -47* | -63* | 7.7* | -56* | 1.8* | 23
COc1cc(/C=C/C(=O)c2ccc(Cl)cc2)ccc1Oc1nc(NCCO)nc(N2CCOCC2)n1 | 98 | 111 | / | 98 | 116 | 72 | 100 | 106 | 93
CCOc1cc2c(=O)[nH]cnc2c(OCC)c1OCC | 91 | 104 | 88 | 97 | 101 | 104 | 111 | 107 | 101

Taken from the listing for reference:
SMILES | SNB-75 | HT29 | A498 | HCT-15 | COLO 205 | SW-620 | HCC-2998 | KM12 | HCT-116
CCC(O)C(F)(F)C(F)(F)F (configuration not stated) | 83 | 101 | / | 96 | 105 | 92 | 109 | 105 | 115
CCN(CC)C(=O)c1cccc(C)c1 | 80 | 103 | 102 | 103 | 111 | 100 | 96 | 105 | 97
CC(=O)Oc1ccc(C(C)=O)cc1 | 95 | 81 | 90 | 110 | 102 | 101 | 107 | 104 | 101

Next section
SMILES | SNB-75 | HT29 | A498 | HCT-15 | COLO 205 | SW-620 | HCC-2998 | KM12 | HCT-116
O=[N+]([O-])CC(c1ccccc1)c1c[nH]c2ccccc12 (configuration not stated) | 27 | 13 | / | 27 | 54 | 28 | 77 | 44 | 33
O=C(NCCNc1cc(-c2cn(-c3ccccc3)nc2-c2cccc(O)c2)ccn1)c1ccccc1 | 96 | 91 | 97 | 102 | 107 | 99 | 105 | 104 | 72
O=c1oc2cc(OS(=O)(=O)c3ccc(C(F)(F)F)cc3)ccc2c2c1CCCCC2 | 92 | 41 | 69 | 72 | 83 | 87 | 90 | 85 | 71
C(=N/Nc1ccccc1)/c1ccco1 | 87 | 101 | 127 | 97 | 104 | 105 | 111 | 98 | 95
CCOC(=O)c1cnn2c(-c3ccc(Cl)cc3)nc(SCC)nc12 | 76 | 60 | 71 | 91 | / | 100 | 93 | 91 | 83
N#CCCNC(=O)Nc1ccccc1 | 94 | 117 | 92 | 107 | 115 | 95 | 116 | 102 | 103
CCCCCCN1CSC(=S)N(CCCCCC)C1 | / | 115 | 94 | 103 | 106 | 94 | 97 | 103 | 86
Nc1nc(C(=O)O)cc(=O)[nH]1 | 117 | 140 | 98 | 92 | 127 | 101 | 96 | 103 | 99
CC/C=C\CCC/C=C1/C(=O)C=C[C@@H]1C/C=C\CCCC(=O)OC | 83 | -1.8* | 96 | 4.1* | 50 | 3.0* | 8.1* | -21* | -52*
COc1ccc(CCNc2nc(C)cc(N3CCOCC3)n2)cc1 | 97 | 80 | 66 | 96 | 97 | 93 | 100 | 95 | 73
O=C(N/N=C/C[C@@H]1[C@@H](/C=C/[C@@H](O)COc2cccc(Cl)c2)[C@H](O)C[C@@H]1O)c1ccncc1 | 91 | 71 | 98 | 99 | 113 | 94 | 104 | 105 | 93
Cn1cnc2c(F)c(Nc3ccc(Br)cc3Cl)c(C(=O)NOCCO)cc21 | 72 | 7.2* | -37* | 70 | -3.8* | 24 | -10* | 29 | 18
COc1ccc(C2CC(c3ccccc3)=NN2c2nc(-c3ccccc3)c(C#N)c(=O)n2C)cc1 (configuration not stated) | 109 | 107 | 100 | 88 | 124 | 101 | 98 | 102 | 102
CC1=C(C(=O)Nc2ccccc2)C(c2ccc3c(c2)OCCO3)NC(=O)N1 (configuration not stated) | 102 | 108 | 101 | 106 | 105 | 105 | 103 | 100 | 98
C#CC(=O)Nc1ccc2c(c1)C(O)(CC#N)C(=O)N2 (configuration not stated) | 85 | 100 | 94 | 95 | 102 | 98 | 102 | 103 | 100
Nc1ccc(N=Nc2ccc(S(=O)(=O)O)cc2)cc1 | 101 | 111 | 107 | 105 | 111 | 105 | 115 | 104 | 102
O=C(CSc1nc2ccccc2[nH]1)c1ccc(-n2ccnc2)cc1 | / | 109 | 103 | 107 | 119 | 109 | 103 | 104 | 96
Clc1ccc(Cc2ccncc2)cc1 | 90 | / | 104 | 104 | 109 | 105 | 96 | 102 | 101
C[C@@]1(CO)[C@H](O)CC[C@@]2(C)[C@H]1CC[C@H]1C[C@@H]3C[C@@]12CC[C@@]3(O)COC(=O)CN | 57 | 39 | / | 54 | 47 | 51 | / | 62 | 33
C=CCn1c(SCC(=O)c2ccc(Cl)cc2)nnc1-c1ccc(OC)cc1 | 100 | 101 | 89 | 99 | 101 | 99 | 115 | 100 | 105
C=CCn1c(SC/C(=N\O)c2ccccc2)nnc1-c1c[nH]c2ccccc12 | 103 | 104 | / | 96 | 98 | 100 | 99 | 103 | 91
Nc1nnc(-c2ccccn2)c(-c2c[nH]c3ccc(F)cc23)n1 | 95 | 97 | 116 | 93 | 104 | 96 | 110 | 101 | 99
CCOC(=O)/C(=C\c1ccc(Br)cc1)C(C)=O | 100 | 101 | 100 | 97 | / | 106 | 115 | 101 | 92
C[C@H](c1nc2ccc(Cl)cn2c1NC(C)(C)C)[C@H]1CC[C@H]2[C@@H]3CCC4=CC(=O)CC[C@]4(C)[C@H]3CC[C@]12C | 102 | 67 | 139 | 76 | 88 | 93 | 93 | 90 | 68
c1ccc(-c2nn3c(-c4ccccc4)nnc3o2)cc1 | 113 | 112 | 115 | 90 | 126 | 138 | 122 | 109 | 101
C=CCSc1ccc2c(c1)C(=O)Nc1ccccc1O2 | 107 | 104 | 106 | 81 | 126 | 111 | 109 | / | 104
O=C(Nc1cccc(Cl)c1)Nc1nc2ccc([N+](=O)[O-])cc2s1 | / | 4.5* | / | 1.5* | -54* | 3.7* | 5.6* | 0.2* | 0.1*
NS(=O)(=O)c1ccc(CCn2c(-c3ccc(F)cc3)nc(-c3ccccc3)c2-c2ccccc2)cc1 | 96 | 111 | 98 | 102 | 116 | 98 | 105 | 99 | 94
CCCCCCCCCCCCCCCCCC1=NC(CC)(CO)CO1 (configuration not stated) | 59 | 93 | 102 | 95 | 109 | 107 | 77 | 93 | 81
CCN(CC)CCSCCCNc1c(C)cnc2cc(Cl)ccc12 | 85 | 55 | 71 | 77 | 61 | 88 | 91 | 92 | 53
COc1ccc(/C=C2\C(=O)Nc3ccc(Cl)cc32)cc1OCc1ccccn1 | 38 | 77 | 120 | 60 | 78 | / | 80 | 75 | 21
CCCCC(O)(c1ccccc1)c1ccccc1 | 95 | 86 | 100 | 103 | 114 | 107 | 88 | 99 | 92
O=C1CCC23OC=CC2C2(Nc4ccccc4NC2=O)c2cc(F)ccc2N13 (configuration not stated) | 85 | 106 | 123 | 104 | 109 | 107 | 108 | 97 | 99
COc1nc(OC)nc(-c2cc(C(=O)c3ccc(Br)cc3)n3cc(C)cc(C)c23)n1 | -32* | 75 | 71 | 91 | / | 90 | 86 | 94 | 36
Fc1ccccc1N=Cc1ccc(C=Nc2ccccc2F)cc1 | 99 | 106 | / | 102 | 102 | 92 | 119 | 101 | 96
CCCCC(CC)CCC(C)OC(=O)CCC1CCCCC1 (configuration not stated) | 103 | 118 | 92 | 112 | / | 107 | 117 | 112 | 103
CC1CCC2NC(=O)C3(C2C1)C(C(=O)C1CCCCC1)C1(C(=O)NC2CCCCC21)C1CCCN13 (configuration not stated) | 63[20 µM] | 83[20 µM] | 94[20 µM] | 76[20 µM] | 93[20 µM] | 93[20 µM] | 99[20 µM] | 87[20 µM] | 72[20 µM]
COc1cccc2c1OC1(CCN(Cc3ccccc3)CC1)N1N=C(c3ccccc3)CC21 (configuration not stated) | 78 | 107 | 107 | 101 | 95 | 95 | 102 | 101 | 99
Cc1cc(O)cc(O)c1N=NC1=NCCS1 | 82 | 96 | -6.6* | 102 | 100 | 111 | 96 | 102 | 93
CCOC(=O)C(=Cc1ccc(N(C)C)cc1)C(=O)OCC | 84 | 90 | 111 | 88 | 107 | 124 | 106 | 93 | 91
CC(C)CCCC(C)C1CCC2C3CC=C4OC(=O)CCC4(C)C3CCC12C (configuration not stated) | 90 | 93 | 100 | 82 | 100 | 101 | 115 | 102 | 92
CSc1nc(-c2cccs2)c2c(N)[nH]nc2n1 | 94 | 93 | 67 | 100 | 112 | 119 | 107 | 49 | 92
NC(=O)c1cn[nH]c1N | 84 | 106 | 96 | 103 | 129 | 93 | 104 | 103 | 99
Nc1cc2c(S(=O)(=O)O)cc(S(=O)(=O)O)cc2cc1S(=O)(=O)O | 99 | 103 | 113 | 105 | / | 104 | 97 | 108 | 86
ClCCn1c(CCl)nc2ccc(Cl)cc21 | 21 | -60* | 1.5* | -32* | / | -55* | -2.4* | -43* | -29*
COc1cc2nc(-c3ccc(C(F)(F)F)cc3)cc(OCCCN3CCOCC3)c2cc1OC | -9.5* | 17 | / | 7.8* | 20 | 26 | 43 | 28 | 15
Cc1c(S(=O)(=O)O)cc(Br)c(O)c1Br | 81 | 101 | 92 | 95 | 101 | 94 | 106 | 101 | 97
CNC(=S)N/N=C/CSC/C=N/NC(=S)NC | 88 | 24 | 110 | 88 | 39 | 65 | 98 | 76 | 63
CC(=O)Nc1cc(Cl)ccc1C(=O)O | 81 | 101 | / | 93 | 110 | 93 | 100 | 98 | 99
NC(=S)N/N=C/c1cc([N+](=O)[O-])ccc1O | 108 | 105 | 87 | 105 | 96 | 107 | 105 | 101 | 100
O=C(CC(=O)C(F)(F)F)c1ccccc1 | 99 | 95 | 95 | 106 | 124 | 104 | 105 | 107 | 105
CCCCc1nc(Cl)c(C2CC(c3cc(OC)c(OC)c(OC)c3)=NN2C(C)=O)[nH]1 (configuration not stated) | 77 | 100 | 96 | 101 | 111 | 103 | 104 | 101 | 101
O=C1NC(=S)NC1Cc1ccc(O)cc1 (configuration not stated) | 95 | 96 | / | 100 | 113 | 108 | 104 | 106 | 102
COc1ccc(-c2c(C#N)c(=O)oc3c2c(N)nn3-c2ccccc2)cc1 | 89 | 105 | 103 | 98 | 96 | 100 | 98 | 103 | 105
Cc1ccc(C(=O)c2ccc(CC(=O)N/N=C/c3ccccc3O)n2C)cc1 | 60 | 101 | 82 | 44 | 101 | 90 | 92 | 80 | 92
C=C(C)[C@@H]1CC[C@]2(C(=O)OC)CC[C@]3(C)[C@H](CC[C@@H]4[C@@](C)(CCc5nn[nH]n5)[C@H](C(=C)C)CC[C@]43C)[C@@H]12 | -78*[100 µM] | -16*[100 µM] | -62*[100 µM] | 6.3*[100 µM] | -63*[100 µM] | -20*[100 µM] | -53*[100 µM] | -44*[100 µM] | -22*[100 µM]
COc1cc(CNC(=O)C[C@H](C)CCC=C(C)C)ccc1OCc1cn(-c2ccccc2Cl)nn1 | 60 | 77 | 107 | 54 | 72 | 80 | 92 | 63 | 50

Profiles, quoted from the list. Order of values: SNB-75	HT29	A498	HCT-15	COLO 205	SW-620	HCC-2998	KM12	HCT-116
CNC(=S)N/N=C/CSC/C=N/NC(=S)NC is listed as 88	24	110	88	39	65	98	76	63
Cc1c(S(=O)(=O)O)cc(Br)c(O)c1Br is listed as 81	101	92	95	101	94	106	101	97
NC(=S)N/N=C/c1cc([N+](=O)[O-])ccc1O is listed as 108	105	87	105	96	107	105	101	100
COc1ccc(-c2c(C#N)c(=O)oc3c2c(N)nn3-c2ccccc2)cc1 is listed as 89	105	103	98	96	100	98	103	105
COc1cc(CNC(=O)C[C@H](C)CCC=C(C)C)ccc1OCc1cn(-c2ccccc2Cl)nn1 is listed as 60	77	107	54	72	80	92	63	50

Screening results from PubChem BioAssay.
